D1 ag: Allosteric Agonists of the Human D1 Dopamine Receptor: qHTS | actives 1% (n = 360,000) | D(1A) dopamine receptor (Homo sapiens), P21728 | activation, % at 2 µM | HEK293 T-REx D1 cells, calcium flux, agonist mode; in the data active means activation above about 30%; further: 0% is about no effect
Target sequence (P21728 whole entry, looked up): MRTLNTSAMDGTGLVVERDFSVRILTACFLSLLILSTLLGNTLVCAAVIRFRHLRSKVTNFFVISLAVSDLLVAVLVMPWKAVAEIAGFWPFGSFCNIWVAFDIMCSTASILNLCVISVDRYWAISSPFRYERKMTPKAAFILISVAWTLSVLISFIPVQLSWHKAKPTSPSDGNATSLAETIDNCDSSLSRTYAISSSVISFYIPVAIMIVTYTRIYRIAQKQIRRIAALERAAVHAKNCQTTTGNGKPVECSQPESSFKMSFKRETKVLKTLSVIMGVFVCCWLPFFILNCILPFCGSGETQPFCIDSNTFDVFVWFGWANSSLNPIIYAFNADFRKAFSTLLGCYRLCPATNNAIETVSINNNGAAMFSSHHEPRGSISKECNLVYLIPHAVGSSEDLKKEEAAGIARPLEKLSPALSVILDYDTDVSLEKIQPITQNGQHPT
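Inducible HEK293 T-REx D1 cells, force-coupled to calcium signalling, were plated at 4000 cells/well with tetracycline and held overnight at 30 C. After no-wash calcium dye loading, compound-evoked calcium rise over 180 s flagged agonists.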
Apoferritin bind: qHTS Assay for Identification of Novel General Anesthetics; Ferritin light chain (Equus caballus), P02791; apoferritin/1-aminoanthracene competitive binding, fluorescence; Potency, µM (doses to about 77.5 µM), for the others: at the top dose activity change, negative = displacement, hits mostly inhibitors; actives 0.074% (n = 350,000); AID 485281, 2010; further: potency means the concentration at half of the fitted maximal effect; on the % scale 0 is the no-effect control and ±100 the full control effect; nearly all actives have a fitted effect of over 20% in size
Target sequence (P02791 2-175 limits assumed): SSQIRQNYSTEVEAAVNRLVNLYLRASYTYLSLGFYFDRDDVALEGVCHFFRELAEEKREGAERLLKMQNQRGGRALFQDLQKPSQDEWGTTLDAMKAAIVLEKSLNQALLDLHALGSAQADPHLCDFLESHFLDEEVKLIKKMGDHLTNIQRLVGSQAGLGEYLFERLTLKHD
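Steps: apoferritin (10 uM) was premixed with half-saturated 1-AMA in PBS, compounds were pin-transferred, plates stood 10 min at room temperature, fluorescence was read at 380/535 nm, and curves were fitted with a Hill equation.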
TRHR PAM: qHTS for Small Molecule Agonists and Allosteric Enhancers of Human TRH Receptor: Primary Screen for Enhancers; Thyrotropin-releasing hormone receptor (Homo sapiens), P34981; TRHR cells, fluo-8 calcium fluorescence, EC20 TRH enhancement; enhancement, % at 2 µM; actives 0.66% (n = 360,000); AID 493056, 2011; in the data active means enhancement above about 30%; further: 0% is about no effect
Target sequence (P34981 whole entry, looked up): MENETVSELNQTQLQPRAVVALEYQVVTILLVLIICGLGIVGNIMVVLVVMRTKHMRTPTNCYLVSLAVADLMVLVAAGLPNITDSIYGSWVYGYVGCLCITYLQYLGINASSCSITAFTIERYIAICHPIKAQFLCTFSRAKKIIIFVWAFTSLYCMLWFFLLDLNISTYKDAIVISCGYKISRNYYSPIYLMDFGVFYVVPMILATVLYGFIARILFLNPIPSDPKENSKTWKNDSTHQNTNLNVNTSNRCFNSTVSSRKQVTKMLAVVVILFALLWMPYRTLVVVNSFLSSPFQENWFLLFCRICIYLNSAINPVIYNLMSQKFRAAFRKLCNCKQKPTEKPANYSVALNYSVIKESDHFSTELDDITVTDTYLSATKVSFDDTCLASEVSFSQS
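Enhancer read-out: after compound pinning and an initial kinetic agonist-mode read, an EC20 of TRH (10 nM final) was injected and fluo-8 calcium signal (Ex 480/Em 530) followed at 1 s/cycle for 100 cycles in TRHR-expressing cells.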
D1 potentiator: Potentiators of Human D1 Dopamine Receptor: qHTS; D(1A) dopamine receptor (Homo sapiens), P21728; HEK293 TREx D1 cells, calcium flux, dopamine EC20 potentiation; potentiation, % at 10 µM; actives 0.036% (n = 360,000); AID 504651, 2011; in the data active means potentiation above about 30%; further: 0% is about no effect
TRHR ag: qHTS for Small Molecule Agonists and Allosteric Enhancers of Human TRH Receptor: Primary Screen for Agonists; actives 0.18% (n = 360,000); activation, % at 2 µM; TRHR cells, calcium flux fluo-8, FDSS agonist mode; Thyrotropin-releasing hormone receptor (Homo sapiens), P34981; in the data active means activation above about 30%; further: 0% is about no effect
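Read-out: compound-evoked intracellular calcium rise in TRHR cells, fluo-8 dye, kinetic FDSS fluorescence at 1 s/cycle following a 10-cycle baseline. Cells cultured overnight before dye loading (30 min–1.5 h, RT).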
D2 PAM: HTS Assay for Positive Allosteric Modulators of the Human D2 Dopamine Receptor: Primary Screen for Potentiators | actives 0.34% (n = 340,000) | AID 485347, 2010 | D(2) dopamine receptor (Homo sapiens), P14416 | HEK293 T-REx D2, calcium flux, EC20 dopamine potentiation | potentiation, % at 10 µM;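 active means potentiation over 3 SD above the plate norm, cut at about 30% in these data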; further: 0% is about no effect
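Calcium flux readout, no-wash dye, 1 read/s. Inducible HEK293 Trex D2 line, overnight 30 C. Compound alone 180 s (agonist flags), then EC20 dopamine, another 180 s to score potentiation.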
D1 antag: Antagonist of Human D 1 Dopamine Receptor: qHTS | HEK293 TREx D1 cells, calcium flux, dopamine EC80; hits give low values | activity change, negative = inhibition, % at 10 µM | actives 3.2% (n = 360,000) | AID 504652, 2011; in the data active means activity change below about -30%; further: on the % scale 0 is the no-effect control and ±100 the full control effect
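Cells carrying a force-coupled, tetracycline-inducible human D1 receptor report calcium flux. Each well gets a 10 s baseline, compound with 180 s monitoring, then an EC80 dopamine stimulus with a second 180 s kinetic read.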
RXFP1 antagonist: qHTS Assay for Antagonists of the Relaxin Receptor RXFP1; activity change, negative = inhibition, % at 57.5 µM; HEK293-RXFP1, relaxin-stimulated cAMP HTRF, 30 min; hits give low values; actives 0.59% (n = 350,000); Relaxin receptor 1 (Homo sapiens), Q9HBX9;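 active means activity change of -60% or lower, but not beyond a set lower limit; inconclusive means change between -60% and -40%, or beyond the set limit; inactive means change above -40%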; further: on the % scale 0 is the no-effect control and ±100 the full control effect
RXFP1 ag: qHTS Assay for Agonists of the Relaxin Receptor RXFP1. Relaxin receptor 1 (Homo sapiens), Q9HBX9. AID 2676, 2010. HEK293T-RXFP1 cAMP TR-FRET, 30 min; response scale: percent of porcine relaxin response, buffer zero. Potency, µM (highest dose often 57.5 µM), without a hit: at the top dose activation, usual class: activators. actives 0.3% (n = 370,000); further: potency means the concentration at half of the fitted maximal effect; on the % scale 0 is the no-effect control and ±100 the full control effect; nearly all actives have a fitted effect of over 60% in size; many of its hits are not listed in these tables
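Agonist response is measured as cAMP accumulation in an RXFP1-transfected HEK293T line under PDE4 inhibition. Values are scaled between buffer-only and 29 nM porcine relaxin, and EC50s come from standard Hill equation fits.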
Starred values were filed as active, the others as inactive; & = joins results of further samples; [ ] = another dose, or the depositor's remark. Unless noted, the call rests on the fitted dose curve; in most records, active means well fitted curve in the direction sought with a large enough effect; inconclusive means small, poorly fitted or top-dose-only effect, or another doubt; inactive means no such curve, though single readings can be large; an effect the other way counts as inactive or inconclusive.

COc1ccc(NC(=O)CN2CCC(C(N)=O)(N3CCCCC3)CC2)c(OC)c1 was read as D1 ag 0, Apoferritin bind -5%, TRHR PAM -5, D1 potentiator -8, TRHR ag -0.1, D2 PAM 9, D1 antag -37*, RXFP1 antagonist -11 and RXFP1 ag 0.7%.
For CN(c1ccc(OCC(=O)N2CCN(c3ccc(F)cc3)CC2)cc1)S(=O)(=O)c1cccs1 the results were D1 ag 8, Apoferritin bind 43%[activator], TRHR PAM -4, D1 potentiator 0, TRHR ag 0.0, D2 PAM -11, D1 antag -13, RXFP1 antagonist 3 and RXFP1 ag 0.4%.
Screening Cc1cc2c(cc1S(=O)(=O)Nc1cccc(Cl)c1C)n(C)c(=O)c(=O)n2C returned D1 ag -1, Apoferritin bind -11%, TRHR PAM -2, D1 potentiator 1, TRHR ag -0.1, D2 PAM -11, D1 antag 2, RXFP1 antagonist -1 and RXFP1 ag 7.8%.
Cc1ccc(-c2nnc(Nc3ccc(C(N)=O)cc3)c3ccccc23)cc1S(=O)(=O)N1CCCCC1 was read as D1 ag 2, Apoferritin bind 74%[activator], TRHR PAM -2, D1 potentiator 1, TRHR ag -1.7, D2 PAM -19, D1 antag -21, RXFP1 antagonist 2 and RXFP1 ag -1.5%.
`Cc1csc(NC(=O)c2cc(C)oc2C)n1` gave D1 ag 2, Apoferritin bind -15%, TRHR PAM -3, D1 potentiator -3, TRHR ag -0.5, D2 PAM -6, D1 antag -15, RXFP1 antagonist -5 and RXFP1 ag -2.6%.
CCOc1ccccc1CNCCNC(=O)c1nonc1N was read as D1 ag 4&4, Apoferritin bind 6%&6%, TRHR PAM 5&-3, D1 potentiator 7&-6, TRHR ag -0.7&-0.7, D2 PAM 0&7, D1 antag -13&-5, RXFP1 antagonist -1 and RXFP1 ag 2.3%&1.3%.
Screening CCCc1ccc2oc(C(=O)N(C)CCn3ccnc3C)c(C)c2c1 returned D1 ag 2, Apoferritin bind -14%, TRHR PAM 0, D1 potentiator -3, TRHR ag -0.2, D2 PAM -3, D1 antag -13, RXFP1 antagonist -6 and RXFP1 ag -1.2%.
Screening CC(=O)c1c(C)nc2ccccc2c1N returned D1 ag 0, Apoferritin bind 0%, TRHR PAM -4, D1 potentiator 3, TRHR ag 0.1, D2 PAM -12, D1 antag 9, RXFP1 antagonist 3 and RXFP1 ag 0.5%.
`CCOC(=O)N1CCc2c(sc3c2c(=O)n(-c2ccc(CC)cc2)c(=O)n3Cc2cccc(Cl)c2)C1` gave D1 ag 4, Apoferritin bind -19%, TRHR PAM 1, D1 potentiator 1, TRHR ag 0.2, D2 PAM -14, D1 antag 9, RXFP1 antagonist 6 and RXFP1 ag 9.4%.
CC(NC(=O)c1cccc(F)c1)C(c1cccs1)N1CCN(C)CC1 (configuration not stated) was read as D1 ag 4, Apoferritin bind -9%, TRHR PAM 7, D1 potentiator -3, TRHR ag 0.5, D2 PAM -6, D1 antag 10, RXFP1 antagonist -7 and RXFP1 ag -0.3%.

The final two compounds of the section above lead into the next:
`CCOC(=O)N1CCc2c(sc3c2c(=O)n(-c2ccc(CC)cc2)c(=O)n3Cc2cccc(Cl)c2)C1` gave D1 ag 4, Apoferritin bind -19%, TRHR PAM 1, D1 potentiator 1, TRHR ag 0.2, D2 PAM -14, D1 antag 9, RXFP1 antagonist 6 and RXFP1 ag 9.4%.
CC(NC(=O)c1cccc(F)c1)C(c1cccs1)N1CCN(C)CC1 (configuration not stated) was read as D1 ag 4, Apoferritin bind -9%, TRHR PAM 7, D1 potentiator -3, TRHR ag 0.5, D2 PAM -6, D1 antag 10, RXFP1 antagonist -7 and RXFP1 ag -0.3%.
For Cc1ccc(C(C)C)c(Oc2cnccn2)c1 the results were D1 ag 0, Apoferritin bind 4%, TRHR PAM -14, D1 potentiator -4, TRHR ag -0.8, D2 PAM -5, D1 antag -4, RXFP1 antagonist -9 and RXFP1 ag 0.0%.
Cc1cccc(N(C(=O)c2snc(C(N)=O)c2N)C(C(=O)NC2CCCC2)c2ccncc2)c1 (configuration not stated) was read as D1 ag 2, Apoferritin bind -12%, TRHR PAM 42*, D1 potentiator -4, TRHR ag 0.0, D2 PAM 6, D1 antag -22, RXFP1 antagonist 6 and RXFP1 ag -0.2%.
Screening CCOC(=O)N1CCN(S(=O)(=O)c2ccc(F)c(C(=O)Nc3ccc(C)c(Cl)c3)c2)CC1 returned D1 ag 0, Apoferritin bind -16%, TRHR PAM 0, D1 potentiator -2, TRHR ag 0.6, D1 antag 2, RXFP1 antagonist -7 and RXFP1 ag -1.0%.
COc1ccc(/C=N/NC(=O)c2cc(C)n(-c3ccccc3)c2C)cc1OC was read as D1 ag 0, Apoferritin bind -8%, TRHR PAM 10, D1 potentiator -7, TRHR ag -1.1, D2 PAM 11, D1 antag -1, RXFP1 antagonist -21 and RXFP1 ag 0.3%.
O=C1CN(S(=O)(=O)c2ccccc2)c2ccccc2N1 was read as D1 ag 12, Apoferritin bind -16%, TRHR PAM 9, D1 potentiator 0, TRHR ag -0.6, D2 PAM -7, D1 antag -6, RXFP1 antagonist 3 and RXFP1 ag -1.2%.
Cc1ccc(C(=O)Nc2ccc3c(c2)OCCO3)cc1 was read as D1 ag 0, Apoferritin bind -7%, TRHR PAM 12, D1 potentiator -4, TRHR ag -0.6, D2 PAM 1, D1 antag 5, RXFP1 antagonist -20 and RXFP1 ag -1.1%.
O=C(CSc1nnc(-c2ccc(Cl)s2)o1)N1CCOCC1 was read as D1 ag 4, Apoferritin bind -12%, TRHR PAM 4, D1 potentiator 3, TRHR ag -0.7, D2 PAM 11, D1 antag -10 and RXFP1 ag -0.5%.
`O=C1c2ccccc2S(=O)(=O)N1CC(O)COc1ccc(Cl)cc1` (configuration not stated) gave D1 ag 4, Apoferritin bind -4%, TRHR PAM -15, D1 potentiator -2, TRHR ag -0.5, D2 PAM -3, D1 antag -3, RXFP1 antagonist 6 and RXFP1 ag -0.7%.
Screening Cc1cc(Cl)c(S(=O)(=O)N(C)C)cc1OCC(N)=O returned D1 ag 0, Apoferritin bind -10%, TRHR PAM -1, D1 potentiator 1, TRHR ag -0.4, D1 antag 6, RXFP1 antagonist -8 and RXFP1 ag -2.6%.
Screening CC1(C2(O)CC(c3ccccc3)ON2)CCCCC1 (configuration not stated) returned D1 ag 0, Apoferritin bind inconclusive, TRHR PAM -3, D1 potentiator -4, TRHR ag 0.1, D2 PAM -3, D1 antag -1 and RXFP1 ag -0.1%.
For Cc1cc(C=O)c(C)n1-c1cc(C(=O)O)cc(C(=O)O)c1 the results were D1 ag 2, Apoferritin bind -3%, TRHR PAM -1, D1 potentiator 11, TRHR ag 0.2, D2 PAM 13, D1 antag 1, RXFP1 antagonist -5 and RXFP1 ag -2.7%.
For CC(=O)c1c(C)[nH]c(-c2ccccc2)nc1=S the results were D1 ag 4, Apoferritin bind 1%, TRHR PAM -3, D1 potentiator -4, TRHR ag -0.4, D2 PAM -5, D1 antag 7, RXFP1 antagonist -16 and RXFP1 ag 1.0%.
Cc1ccc(NC(=O)COc2ncnc3c(Cl)cc(Cl)cc23)cc1[N+](=O)[O-] was read as D1 ag 1, Apoferritin bind -3%, TRHR PAM 0, D1 potentiator -3, TRHR ag 0.6, D2 PAM -9, D1 antag 1, RXFP1 antagonist -15 and RXFP1 ag -0.1%.
For C/C(=N/NS(=O)(=O)c1ccc(Br)cc1)c1ccc(C)o1 the results were D1 ag 12, Apoferritin bind 1%, TRHR PAM 2, D1 potentiator -2, TRHR ag -0.9, D2 PAM -6, D1 antag 1, RXFP1 antagonist -4 and RXFP1 ag -0.8%.
COc1ccc(OC)c(S(=O)(=O)N/N=C(/C)c2c[nH]c3ccccc23)c1 was read as D1 ag 4, Apoferritin bind -7%, TRHR PAM 7, D1 potentiator -2, TRHR ag 0.7, D2 PAM 12, D1 antag -9, RXFP1 antagonist 2 and RXFP1 ag -0.2%.
Screening CC(C)CCN1C(=O)CCC1(C)C(=O)NC1CCCCCCC1 (configuration not stated) returned D1 ag 0, Apoferritin bind -5%, TRHR PAM -3, D1 potentiator -3, TRHR ag -0.2, D2 PAM -6, D1 antag -16, RXFP1 antagonist -21 and RXFP1 ag 0.8%.
`O=C(CCn1cnc2ccccc2c1=O)NCc1ccccc1Cl` gave D1 ag 1, Apoferritin bind -1%, TRHR PAM -2, D1 potentiator -4, TRHR ag 0.6, D2 PAM -3, D1 antag -3, RXFP1 antagonist -6 and RXFP1 ag 3.7%.
Screening CCCCC(O)(c1ccccc1)C(CN1CCOCC1)c1ccccc1 (configuration not stated) returned D1 ag 3, Apoferritin bind -3%, TRHR PAM 3, D1 potentiator 4, TRHR ag 0.5, D2 PAM 24, D1 antag -11, RXFP1 antagonist -28 and RXFP1 ag 2.8%.
O=C(Nc1ccc(Cl)cc1)C1CCCN(S(=O)(=O)c2ccc3[nH]c(=O)ccc3c2)C1 (configuration not stated) was read as D1 ag 6, Apoferritin bind inconclusive, TRHR PAM 6, D1 potentiator -2, TRHR ag -0.3, D2 PAM -14, D1 antag -5, RXFP1 antagonist -14 and RXFP1 ag 25%.
Screening O=C(Nc1ccc(N2CCOCC2)cc1)c1ccc(Cl)nc1 returned D1 ag 0, Apoferritin bind -10%, TRHR PAM 0, D1 potentiator -5, TRHR ag 0.3, D2 PAM 9, D1 antag 8, RXFP1 antagonist -8 and RXFP1 ag -0.4%.
For Cc1ccccc1OCC(=O)NCC(c1cccs1)N1CCOCC1 (configuration not stated) the results were D1 ag 4, TRHR PAM -1, D1 potentiator -5, TRHR ag 0.0, D2 PAM -7, D1 antag -9, RXFP1 antagonist 6 and RXFP1 ag 2.2%.
COc1ccc(-c2c(C#N)c(SCC(=O)Nc3ccccc3C)nc(C)c2C(=O)Nc2ccc(Cl)cc2)cc1 was read as D1 ag 16, Apoferritin bind 3%, TRHR PAM 5, D1 potentiator -2, TRHR ag 0.1, D2 PAM 7, D1 antag -5 and RXFP1 ag 8.4%.

A portion of the library; rates above refer to the full screens.
